# Assay outcomes (PubChem BioAssay)
# H9c2 protect = modulators protecting cardiomyocytes from myocardial damage; H9c2 cardiomyocytes, H2O2 injury protection, ATPLite, 2 h; protection from H2O2 cell death, % at 20 µM; hit rate 0.63% among 360,000; AID 588492;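 active = compounds giving at least 50% protection of heart cells from peroxide-induced death in the single-dose screen, raw or plate-pattern-corrected value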;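 also: 0% = DMSO wells with peroxide and 100% = DMSO wells without peroxide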
# ABCB6 inh 2 = human ABCB6 transporter inhibition; fluorescence ratio to DMSO, % at 10 µM; hit rate 0.19% among 360,000; Q9NP58; K562-ABCB6 porphyrin accumulation, flow cytometry, 1 h; stronger effect = lower value;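 active = fluorescence ratio to DMSO below 75%, the collection mean minus 3 SD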;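 also: signal is porphyrin accumulated inside mitochondria; 100% equals median channel fluorescence of DMSO control wells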
# N-glyco inh = blocks N-linked glycosylation in D54 reporter cells; reporter increase, % at 12.5 µM; D54 ERlucT glycosylation luciferase reporter, 24 h; percent of 100 nM tunicamycin response; hit rate 0.23% among 360,000;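 active = mean luciferase reporter signal, scaled so untreated is 0 and the glycosylation-blocking control 100, at or above a set limit in every replicate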;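 also: luciferase carries N-glycosylation sites so blocking glycosylation raises the light; 0% = median of neutral control wells and 100% = median of 100 nM tunicamycin wells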
# m5-HT2A agonist = agonists of mouse serotonin 5-HT2A receptor (HTR2A) | P35363 | CHO-K1 mHTR2A beta-arrestin complementation, luminescence; percent of 30 µM serotonin response | activation, % at 7.6 µM | hit rate 0.66% among 360,000;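 active = activation above a run cutoff, the mean activation of all tested compounds plus 3 SD, cut at about 14% in these data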;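 also: 0% = plate median of compound wells and 100% = 30 µM serotonin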
# Target sequence (P35363 whole entry, looked up): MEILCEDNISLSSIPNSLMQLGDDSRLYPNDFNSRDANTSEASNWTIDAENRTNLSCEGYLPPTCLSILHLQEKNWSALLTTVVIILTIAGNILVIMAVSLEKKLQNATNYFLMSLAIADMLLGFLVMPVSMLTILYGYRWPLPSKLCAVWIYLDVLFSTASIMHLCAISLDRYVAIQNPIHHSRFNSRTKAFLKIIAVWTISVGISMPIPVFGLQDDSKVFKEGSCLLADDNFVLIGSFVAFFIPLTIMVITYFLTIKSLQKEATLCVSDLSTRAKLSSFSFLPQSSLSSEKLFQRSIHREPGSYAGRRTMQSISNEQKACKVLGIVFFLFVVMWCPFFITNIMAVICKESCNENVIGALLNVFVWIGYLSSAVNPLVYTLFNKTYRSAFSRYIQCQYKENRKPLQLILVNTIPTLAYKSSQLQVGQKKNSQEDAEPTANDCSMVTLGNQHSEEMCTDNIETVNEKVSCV
# Granule exo inh = lytic granule exocytosis inhibition | TALL-104 LAMP-1 surface exposure, flow cytometry; cells stimulated with thapsigargin and PMA | inhibition, % at 10 µM | hit rate 0.66% among 360,000 | AID 651702;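 active = inhibition above about 55%, limit read from the data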
# Vif imaging = inhibitors of HIV Vif; inhibition, % at 7.49 µM; hit rate 0.35% among 340,000; HEK293T cells, Vif self-association by quenched fluorescence, imaging, 24 h; in the data active = inhibition above about 50%, passing the limit was not always enough; also: some results filed as inactive read as strong as hits
# CaV13 ICDI inh = Primary screen for inhibitors of IQ motif and Ca2+-dependent inactivation inhibitor domain binding in CACNA1D, Förster resonance energy transfer in living cells, …. inhibition, % at 12.3 µM. HEK cells, CFP/YFP FRET ICDI-IQ, plate reader, 10 min; percent FRET-ratio fall versus neutral wells. hit rate 0.098% among 340,000;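 active = mean replicate inhibition of at least 30% and at least 1% of replicates passing that level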;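 also: 0% = median of the neutral control wells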
# hiPSC survival = increases survival of single human iPS cells | hiPSC single-cell survival, ATPlite luminescence; 100% = ROCK inhibitor wells, 0% = DMSO | hit rate 0.044% among 360,000 | AID 602274 | survival enhancement, % at 20 µM; in the data active = survival enhancement above about 18%;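 also: cells exposed to compounds for 16 hours before the ATP read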
# PDI turbidity = blocks human protein disulfide isomerase activity; PDI insulin aggregation turbidity, A650, 90 min; hit rate 0.052% among 350,000; AID 588391; inhibition, % at 10 µM;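 active = mean inhibition across replicates of 30% or more, whatever share of single replicates reach that level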;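 also: absorbance from insulin aggregation driven by PDI reduction with DTT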
# Target sequence (P07237 whole entry, looked up): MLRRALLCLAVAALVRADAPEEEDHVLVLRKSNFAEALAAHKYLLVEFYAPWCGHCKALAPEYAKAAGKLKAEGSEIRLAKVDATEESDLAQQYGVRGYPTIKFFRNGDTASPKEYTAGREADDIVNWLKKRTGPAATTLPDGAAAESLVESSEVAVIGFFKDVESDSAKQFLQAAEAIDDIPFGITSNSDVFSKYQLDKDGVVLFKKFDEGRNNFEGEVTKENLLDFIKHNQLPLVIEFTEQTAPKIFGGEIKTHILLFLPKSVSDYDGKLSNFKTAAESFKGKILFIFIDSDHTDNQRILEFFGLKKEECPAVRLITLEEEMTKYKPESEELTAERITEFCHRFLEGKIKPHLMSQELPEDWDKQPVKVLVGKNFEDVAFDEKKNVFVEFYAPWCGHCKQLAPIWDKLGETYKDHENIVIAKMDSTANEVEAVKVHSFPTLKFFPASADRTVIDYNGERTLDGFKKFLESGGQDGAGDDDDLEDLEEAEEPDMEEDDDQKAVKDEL
# aDG glyco act = alpha-DG glycosylation activation; Pro5-aDG cells, alpha-DG glycosylation AlphaScreen (IIH6); 0% Pro5, 100% B10-LARGE cell signal; activation, % at 10 µM; hit rate 0.22% among 360,000; AID 624168;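 active = activation of at least 8% versus controls, or a plate z-score of at least 8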;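 also: Pro5 are CHO cells carrying HIG-tagged alpha-DG that lacks glycosylation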
# Starred values were filed as active, the others as inactive; . = no result given; & = joins results of further samples.
Compound,H9c2 protect,ABCB6 inh 2,N-glyco inh,m5-HT2A agonist,Granule exo inh,Vif imaging,CaV13 ICDI inh,hiPSC survival,PDI turbidity,aDG glyco act
Cc1ccc(CS(=O)(=O)Cc2ccc(C(=O)NCC3CCCO3)o2)cc1 (centres undefined),5,80,0,9,-4,1,-5,1.1,6,-0.2
Cc1sc2nc(-c3cccnc3)nc(Cl)c2c1-c1ccccc1,-1,98,-1,-4,-2,-13,-4,3.9,7,0.2
CCOC(=O)C1=C(C)N=c2s/c(=C\c3ccc(OCC(=O)O)cc3)c(=O)n2C1c1ccc(Cl)cc1 (centres undefined),16,102,1,2,-3,-8,-6,0.3,5,-0.2
CC1CCN(C(=O)COC(=O)Cn2cnc3ccccc32)CC1,8,104,-2,6,-5,-2,-6,5.3,-12,0.1
CCOC(=O)C1=C(C)N(CCCC(=O)O)C(=O)NC1c1ccc2ccccc2c1 (centres undefined),10,97,0,-2,-5,-3,-10,-0.9,-4,0.1
CCCCOc1ccc(N(CC(=O)NC(C)(C)C)C(=O)CCC(=O)Nc2nccs2)cc1,-8,102,0,3,-2,2,-6,-0.4,-2,0.0
Cc1nnc(NC(=O)Cn2c(=O)sc3ccccc32)s1,1,100,0,-4,-7,22,-5,-1.1,6,-0.1
CCOC(=O)C(C(=O)Nc1cccc(C)n1)C1CCCCC1 (centres undefined),6,97,-2,14*,0,-2,.,-0.4,-9,0.0
CC1CCCN(S(=O)(=O)c2ccc(NC(=O)C3CC(=O)N(C(C)(C)C)C3)cc2)C1 (centres undefined),-6,95,-1,1,0,-4,-5,-0.1,1,-0.1
COc1ccc(NC(=O)CSc2nnc(C)n2N)cc1S(=O)(=O)N1CCCCC1,4,87,1,1,0,4,-2,-0.4,-3,0.2
COc1ccc(NC(=O)C2C3CC/C=C\CCC32)cc1 (centres undefined),-8,93,-1,-4,-11,3,-6,1.0,-3,0.2
Cn1c(CN2CCN(C(=O)c3ccc(F)cc3)CC2)nc2cc([N+](=O)[O-])ccc21,0,101,-1,2,2,0,-16,0.6,0,1.5
Cc1cc(C)n2nc(-c3ccc(F)cc3)cc2n1,-8,101,-3,3,1,.,-9,-3.2,3,-0.1
N#Cc1cnc(NOCc2ccc(Cl)cc2)nc1,-10,99,2,3,-5,20,.,-0.7,-4,-0.1
C#CCOCCOCCOCCNc1nc(N2CCOCC2)nc(N2CCN(C(=O)[C@H](CCCN=C(N)N)n3cc(C(N)[C@@H](C)CC)nn3)CC2)n1 (some centres undefined),5,96,4,0,-6,-3,-11,0.5,9,0.1
O=C(NNc1nc2ccccc2o1)c1ccccc1,-1,98,-16,6,-4,-4,-13,-0.6,10,-0.1
O=C(CSc1ccsc1[N+](=O)[O-])NCCc1ccccc1,-2,97,1,-5,-2,-8,-4,-2.3,-1,-0.3
COc1ccc(C(=O)N/C(=C\c2cn(S(=O)(=O)N(C)C)c3ccccc23)C(=O)NC(C)C)cc1,5,100,0,-3,4,-3,14,-0.1,-8,-0.2
O=C(O)COc1ccccc1/C=C1\SC(=O)N(Cc2ccc(F)cc2)C1=O,6,176,3,0,-4,-15,-1,0.1,8,-0.1
CC(C)=CCN1CCN(Cc2ccoc2)CC1CCO (centres undefined),-1,100,4,3,0,-1,-2,0.1,0,-0.4
COC(=O)C1=C(CS(=O)(=O)c2cc(Cl)ccc2OC)NC(=O)NC1c1ccc(O)c(OC)c1 (centres undefined),7,100,1,15*,0,15,-2,-0.2,1,-0.2
CN(Cc1ccccc1)S(=O)(=O)c1ccc(OCC(=O)N2CCC(C(N)=O)CC2)cc1,5,99,1,0,-2,1,-2,0.6,0,0.1
O=S(=O)(c1ccccc1)N(CC(F)(F)F)c1ccc(C(O)(C(F)(F)F)C(F)(F)F)cc1,-21,98,6,-6,10,.,-5,-2.1,3,0.1
Cc1cc(C)nc(SCc2n[nH]c(=S)n2C)n1,-7,98,1,-1,-1,3,-5,2.1,2,0.4
CN(C)CCCC(C)(O)C(Cc1ccccc1)c1ccccc1 (centres undefined),-2,98,0,-3,-3,0,-3,-1.0,8,0.1
O=C1CCC[C@@H]2Cc3nc4ccccc4cc3[C@@H]3CCN1[C@H]23,2,97,1,1,-3,-4,-10,1.3,5,-0.1
Cc1ccc(C2Nc3ccccc3C(=O)N2CCN2CCNC2=O)cc1 (centres undefined),-2,100,1,4,-4,-9,-1,-0.5,5,-0.1
CCCCNC(=O)C1CC(=O)N(c2ccc(OC)cc2)C1c1ccc(OC)cc1 (centres undefined),3,96,1,3,1,-7,-4,0.6,-1,-0.4
CN(C)c1ccc(C(CNS(=O)(=O)c2ccc3ccccc3c2)N2CCOCC2)cc1 (centres undefined),3,97,2,-7,0,-5,-6,0.4,2,-0.3
Cc1ccccc1C(=O)Nn1cnc2ccccc2c1=O,0,99,0,5,1,0,5,1.9,4,-0.4
O=C(Nc1ccc([N+](=O)[O-])cn1)C1CC1,2,100,0,2,-1,-1,-3,0.2,2,-0.2
Cc1cc2c(c(=O)n1Cc1cccnc1)C(c1cccs1)C(C#N)=C(N)O2 (centres undefined),1,90,0,-3,2,9,-5,3.5,0,-0.2
CC1CCc2c(sc(NC(=O)c3ccc(Cn4cc([N+](=O)[O-])cn4)o3)c2C#N)C1 (centres undefined),-10,101,0,3,-3,.,-5,4.0,-11,0.3
O=C(Nc1ncccc1O)c1cccc(S(=O)(=O)N2CCCc3ccccc32)c1,7,100,0,-4,-2,-7,-6,-0.4,-2,0.0
CCN1CCN(CCC(=O)Nc2cc(OC)cc(OC)c2)CC1,2,93,0,-4,-1,-5,-4,-0.4,-1,0.0
COc1nc(N)c(S(=O)(=O)c2ccc(C)cc2)cc1C#N,-4,100,-2,-9,0,-3,-9,-2.0,-3,0.1
CCCn1c(-c2cccs2)nc2nc3ccccc3nc21,4,97,7,-2,1,-3,.,2.3,-2,0.1
Cc1n[nH]c(C)c1CCC(=O)N/N=C/c1c[nH]c2ccccc12,8,100,0,-5,7,2,-5,0.1,5,0.0
COC(=O)[C@H]1C[C@@]2(O)CN(S(=O)(=O)c3ccc(C)cc3)C[C@@]2(OC(=O)Nc2cccs2)C[C@H]1C(=O)OC,-4,96,-2,1,2,-2,-3,0.7,-1,0.0
O=C(C1CC(c2ccc(F)cc2)=NO1)N1CCc2ccccc2C1 (centres undefined),-9,102,1,-2,-3,22,-2,2.1,.,-0.1
Cc1ccc(CNC(=O)C(C(=O)NCc2ccc(C)o2)c2ncc(C(F)(F)F)cc2Cl)o1,2,95,1,-1,4,-2,-4,0.6,-1,0.0
Cc1cccc2c1cnn2C(=O)Nc1ccc(Br)cc1F,1,110,0,6,8,-16,-18,1.1,15,0.0
ON=C1CCC2CCCCC2C1 (centres undefined),-2,96,0,-1,-1,-5,-5,-1.9,-4,-0.1
CC(C)=CCCC(C)CCO (centres undefined),-1,99,1,0,7,16,.,-1.8,.,-0.2
CCOc1ccc(S(=O)(=O)Nc2cc(S(=O)(=O)N(CC)CC)ccc2N2CCCC2)cc1,3,96,-2,-4,-3,1,-4,0.5,-1,0.1
Cc1ccccc1OCc1n(CC(=O)OC2CC(C)CCC2C(C)C)c2ccccc2[n+]1C (centres undefined),-20&-33,97&101,-6&1,-6&-5,90*,-21&-11,-8,-5.3&-0.5,-38&-2,0.3&0.0
CC(C)(C)OC(=O)N1CCC2(CC1)Oc1ccc(F)cc1C(=O)C21CC(c2ccccc2)=NO1 (centres undefined),1,88,-5,-1,7,9,-2,-4.0,5,0.3
COC(=O)C1=C(NC(=O)c2ccccc2C)CCS1,17,100,0,0,-1,13,-6,-0.6,-2,-0.2
O=C(CCCN1C(=O)c2ccccc2C1=O)Nc1nncs1,1,95,1,2,-4,60*,-6,-2.0,-6,-0.1
O=C(COC(=O)[C@@H]1CCCN1S(=O)(=O)c1ccc(Cl)cc1)NC1CC1,3,102,3,-5,-1,-1,-5,-0.4,-2,0.3

# 10 of the compounds above, with two lines to a compound:
# Fields: H9c2 protect, ABCB6 inh 2, N-glyco inh, m5-HT2A agonist, Granule exo inh, Vif imaging, CaV13 ICDI inh, hiPSC survival, PDI turbidity, aDG glyco act
> O=C1CCC[C@@H]2Cc3nc4ccccc4cc3[C@@H]3CCN1[C@H]23
  2, 97, 1, 1, -3, -4, -10, 1.3, 5, -0.1
> Cc1ccc(C2Nc3ccccc3C(=O)N2CCN2CCNC2=O)cc1 (centres undefined)
  -2, 100, 1, 4, -4, -9, -1, -0.5, 5, -0.1
> CCCCNC(=O)C1CC(=O)N(c2ccc(OC)cc2)C1c1ccc(OC)cc1 (centres undefined)
  3, 96, 1, 3, 1, -7, -4, 0.6, -1, -0.4
> CN(C)c1ccc(C(CNS(=O)(=O)c2ccc3ccccc3c2)N2CCOCC2)cc1 (centres undefined)
  3, 97, 2, -7, 0, -5, -6, 0.4, 2, -0.3
> Cc1ccccc1C(=O)Nn1cnc2ccccc2c1=O
  0, 99, 0, 5, 1, 0, 5, 1.9, 4, -0.4
> O=C(Nc1ccc([N+](=O)[O-])cn1)C1CC1
  2, 100, 0, 2, -1, -1, -3, 0.2, 2, -0.2
> Cc1cc2c(c(=O)n1Cc1cccnc1)C(c1cccs1)C(C#N)=C(N)O2 (centres undefined)
  1, 90, 0, -3, 2, 9, -5, 3.5, 0, -0.2
> CC1CCc2c(sc(NC(=O)c3ccc(Cn4cc([N+](=O)[O-])cn4)o3)c2C#N)C1 (centres undefined)
  -10, 101, 0, 3, -3, ., -5, 4.0, -11, 0.3
> O=C(Nc1ncccc1O)c1cccc(S(=O)(=O)N2CCCc3ccccc32)c1
  7, 100, 0, -4, -2, -7, -6, -0.4, -2, 0.0
> CCN1CCN(CCC(=O)Nc2cc(OC)cc(OC)c2)CC1
  2, 93, 0, -4, -1, -5, -4, -0.4, -1, 0.0

# New compounds follow:
Compound,H9c2 protect,ABCB6 inh 2,N-glyco inh,m5-HT2A agonist,Granule exo inh,Vif imaging,CaV13 ICDI inh,hiPSC survival,PDI turbidity,aDG glyco act
Cc1ccc(NC(=O)CSc2nnc3ccc(-c4ccncc4)nn23)cc1,5,97,-3,3,-5,24,-1,-0.3,2,-0.2
CCOc1ccccc1N1CCN(C(=S)Nc2ccc(S(=O)(=O)Nc3ncccn3)cc2)CC1,9,101,2,-2,1,-5,.,0.2,11,0.1
Cc1cc(NS(=O)(=O)c2ccc(NC(=S)NC(=O)c3ccc(Cl)cc3Cl)cc2)no1,12,109,2,-1,29,-16,.,-3.1,-7,0.0
CCn1c(SCC(=O)c2[nH]c(C)c(C(C)=O)c2C)nnc1-c1ccncc1,8,100,0,1,0,-4,-8,3.6,-17,0.0
Cc1cc(C)n(-c2ccc(NC(=O)C3CCCCN3C(=O)c3ccoc3C)cc2)n1 (centres undefined),0,107,-1,4,-3,-1,-6,0.1,-7,0.0
CSc1nnc(C)c(=O)n1COC(=O)c1ccccc1,-8,103,3,0,-5,9,2,-0.5,8,0.0
